# AHR act = activators of human aryl hydrocarbon receptor | activation, % at 5 µM | P35869 | AHR-responsive luciferase reporter cells, luminescence | hit rate 2.5% among 320,000 | AID 2796; in the data active = activation above about 47%;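 note: 0% = vehicle wells and 100% = reference agonist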
# proCasp7 act = counter-screen: procaspase-7 (human) activation; P55210; recombinant procaspase-7, Ac-DEVD-pNA absorbance 405 nm; D23A/D198A/D206A triple mutant, cannot self-cleave; scale: DMSO 0, 5 µM enzyme 100; hit rate 0.093% among 330,000; AID 463210; activation, % at 8.5 µM;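 active = percent activation above the screen-wide mean plus 3 SD, cut at about 25% in these data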
# Target sequence (P55210 whole entry D23A/D198A/D206A): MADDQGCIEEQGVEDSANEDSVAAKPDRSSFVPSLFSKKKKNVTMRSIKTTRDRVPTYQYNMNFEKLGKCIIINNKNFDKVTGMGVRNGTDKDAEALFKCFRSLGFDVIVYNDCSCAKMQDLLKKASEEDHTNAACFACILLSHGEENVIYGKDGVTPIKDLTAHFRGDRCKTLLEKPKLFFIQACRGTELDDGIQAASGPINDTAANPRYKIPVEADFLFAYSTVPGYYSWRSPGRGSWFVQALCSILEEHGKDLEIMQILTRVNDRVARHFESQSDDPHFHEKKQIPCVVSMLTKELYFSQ
#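 buffer or medium = Zinc-free HEPES/NaCl buffer, pH 7.4 | material = Procaspase-7 triple mutant (PC-7 D3A) | input = 2 µM procaspase-7 mutant as dispensed | signal = Epi-absorbance of released pNA at 405 nm, two timepoints | timing = 1 h preincubation, 2 h reaction | replicates = singlicate compound testing | evaluation = % activation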
# RPL19A-GFP yeast = modulators of TOR pathway RPL19A-GFP in S. cerevisiae. S. cerevisiae RPL19A-GFP strain, flow cytometry, 3 h; hits give low values. hit rate 0.3% among 330,000. AID 2025. percent response vs DMSO, % at 10 µM;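 active = percent response vs DMSO below 50%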;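 note: median channel GFP fluorescence of the barcoded RPL19A-GFP strain; ratio of sample median GFP to plate DMSO average so 100% = DMSO; lower means less RPL19A-GFP as with rapamycin TOR inhibition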
# proCasp3 act = activators of human procaspase-3 | P42574 | recombinant procaspase-3 D3A, Ac-DEVD-pNA absorbance 405 nm | activation, % at 8.5 µM | hit rate 0.11% among 330,000;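 active = activation above the mean of all tested compounds plus 3 SD, cut at about 21% in these data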;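 note: 0% = DMSO alone and 100% = DMSO wells spiked with extra 5 µM PC-3 D3A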
# Target sequence (P42574 whole entry D9A/D28A/D175A): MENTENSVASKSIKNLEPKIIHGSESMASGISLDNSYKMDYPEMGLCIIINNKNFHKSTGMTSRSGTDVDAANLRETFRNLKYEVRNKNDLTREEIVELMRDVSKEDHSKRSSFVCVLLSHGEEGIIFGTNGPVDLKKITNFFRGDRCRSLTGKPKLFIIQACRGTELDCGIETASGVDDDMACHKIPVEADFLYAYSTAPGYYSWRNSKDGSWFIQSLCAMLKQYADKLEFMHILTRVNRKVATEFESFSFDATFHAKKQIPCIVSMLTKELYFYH
#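 material = Procaspase-3 D3A mutant | probe or stimulus = Ac-DEVD-pNA | compound = single dose, 8.5 µM nominal compound, 0.8% DMSO | timing = 1 h preincubation, 2 h reaction | measured by = 405 nm absorbance of p-nitroaniline, reads at 0 and 120 min | benchmarks = DMSO-only low control, 5 µM PC-3 D3A high control | repeats = singlicate, each compound tested once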
# MEP2-GFP yeast = modulators of TOR pathway MEP2-GFP in S. cerevisiae; hit rate 0.51% among 330,000; GFP response vs DMSO, % at 10 µM; S. cerevisiae MEP2-GFP strain, flow cytometry GFP, 3 h; 100% = DMSO control level;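 active = GFP response versus DMSO above a set limit, roughly screen mean plus 3 SD, cut at about 180% in these data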;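 note: median GFP fluorescence of the barcode-gated MEP2-GFP cells per well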
# Yeast superoxide = yeast age-related superoxide inhibition as caloric restriction mimetic | S. cerevisiae aged cells, superoxide DHE fluorescence; hits give low values | superoxide response (% of plate mean), % at 10 µM | hit rate 0.18% among 330,000 | AID 2690;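 active = superoxide response under a set limit, about three screen SD below normal, cut at about 65% in these data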;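 note: yeast aged for seven days with compound at 30 °C before DHE staining; 100% = average MFI of all compound-treated wells on the plate with controls excluded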
# LAP4 TOR yeast = alters LAP4-GFP fluorescence in TOR pathway yeast screen; S. cerevisiae LAP4-GFP multiplex, flow cytometry GFP, 3 h; median GFP as percent of DMSO wells; GFP response vs DMSO, % at 10 µM; hit rate 0.34% among 320,000; AID 2023;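 active = GFP response vs DMSO above a set limit, about the screen mean plus 3 SD, cut at about 150% in these data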
# GASC-1 inh = blocks human GASC-1 demethylase activity | Q9H3R0 | GST-JMJD2C(1-420) H3K9me3 demethylation, DELFIA europium | inhibition, % at 2.35 µM | hit rate 0.069% among 330,000 | AID 2099;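 active = more than half of a compound's replicate wells show inhibition beyond 50%, single wells judged on their own value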;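 note: signal counts dimethyl H3K9 product captured on neutravidin plate; 0% = median of DMSO wells and 100% = 0.3 times that DMSO median; strong numbers were not always called active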
# Target sequence (Q9H3R0 1-420 limits assumed): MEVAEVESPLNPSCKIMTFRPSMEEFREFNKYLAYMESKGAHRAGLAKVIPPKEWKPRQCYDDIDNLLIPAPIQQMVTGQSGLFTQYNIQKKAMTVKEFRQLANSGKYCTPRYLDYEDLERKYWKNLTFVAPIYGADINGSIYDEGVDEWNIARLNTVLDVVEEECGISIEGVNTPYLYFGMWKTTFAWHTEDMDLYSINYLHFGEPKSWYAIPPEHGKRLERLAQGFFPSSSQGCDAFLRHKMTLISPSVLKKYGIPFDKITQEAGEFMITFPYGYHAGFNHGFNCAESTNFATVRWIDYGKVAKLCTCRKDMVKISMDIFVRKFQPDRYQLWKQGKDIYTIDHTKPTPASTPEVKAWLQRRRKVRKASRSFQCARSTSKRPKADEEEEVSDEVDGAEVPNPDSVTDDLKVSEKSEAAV
# * = called active by the depositor; nt = no result given.
SMILES,AHR act,proCasp7 act,RPL19A-GFP yeast,proCasp3 act,MEP2-GFP yeast,Yeast superoxide,LAP4 TOR yeast,GASC-1 inh
O=C(NS(=O)(=O)c1ccc2c(c1)OCCO2)c1ccccc1,0,-2,98,-5,100,95,103,33
NNC(=O)c1nc(-c2ccccc2)cc(-c2ccccc2)n1,nt,nt,99,nt,104,99,101,-1
COc1ccccc1Sc1ccccc1/C=N/NC(N)=O,-1,-1,98,1,94,93,97,12
Cc1c(N=C2NC(=O)/C(=C/c3cccc([N+](=O)[O-])c3)S2)c(=O)n(-c2ccccc2)n1C,1,-6,99,-4,105,107,95,3
COc1ccc(Nc2nc(-c3ccccc3)nc3ccccc23)cc1S(=O)(=O)N1CCOCC1,4,19,99,10,109,119,103,-7
COc1ccc(N(C(=O)c2snc(C(N)=O)c2N)C(C(=O)NC2CCCC2)c2cccs2)cc1OC (centres undefined),0,-18,103,2,108,93,100,-1
CN1/C(=C\C(=O)COC(=O)CNC(=O)c2ccc3ccccc3c2)C(C)(C)c2ccccc21,3,-9,106,-3,101,113,88,-15
CC(=O)c1c(C)[nH]c(C(=O)Nc2nc(-c3ccccc3)c(C)s2)c1C,38,-1,104,-1,103,86,97,-7
CC(OC(=O)Cn1cnc2ccccc2c1=O)C(=O)N(C)c1ccccc1 (centres undefined),-1,5,99,-18,101,107,92,-24
O=c1c2c(nc3cc(-c4ccc(Br)cc4)[nH]n13)CCCC2,-4,-2,94,2,101,106,99,10
COc1ccc(CC(C)N2CCN(c3cccc(C(F)(F)F)c3)CC2)cc1OC (centres undefined),0,0,103,-6,100,87,101,-5
CCn1ccc(C(=O)Nc2sc3c(c2C(=O)OC)CCC3)n1,nt,nt,118,nt,112,86,94,-7
COc1ccc(N2C(=O)CC(Sc3nc(C)cc(C)n3)C2=O)cc1OC (centres undefined),0,3,99,-5,104,102,88,-4
CCN1/C(=C2/SC(=S)NC2=O)Sc2ccccc21,1,-14,102,-7,103,100,88,-3
CN(C)c1cccc(C(=O)OCC(=O)NC2CCCC2)c1,4,-1,106,4,107,115,95,0
CCOC(=O)C1(O)CC(C)=NN1C(=O)c1cccc(Cl)c1 (centres undefined),0,11,96,4,91,89,107,-6
O=C1[C@H]2[C@H](ON3CCCC[C@H]23)C(=O)N1c1cccc(C(F)(F)F)c1,4,2,96,1,91,107,94,0
CC(C)COC(=O)/C(C#N)=C/c1c[nH]c2ccccc12,6,-1,98,1,102,84,93,6
Cc1ccc([N+](=O)[O-])cc1NC(=O)c1c(-c2ccccc2)noc1C,7,-5,91,-4,98,100,98,22
Clc1ccccc1N1CCN(c2ncnc3nc[nH]c23)CC1,-8,4,98,1,102,106,102,-4
CCN(CC)CCCNC(=O)c1cn(C)c2ccc(S(=O)(=O)N(C)C)cc2c1=O,-1,5,103,2,108,102,106,-3
CCC(=O)c1c[nH]c(C(=O)NCc2cccs2)c1,6,3,97,5,91,99,104,-4
Cc1cc(C)c(C)c(S(=O)(=O)N2CCC(C(=O)Nc3ccc(S(=O)(=O)N4CCOCC4)cc3)CC2)c1C,0,-5,110,3,101,106,104,0
CCCn1c(SCC(=O)Nc2ccccc2Oc2ccccc2)n[nH]c1=O,5,8,106,3,109,101,106,8
COc1ccc(-n2c(N)c(C(=O)NCc3ccco3)sc2=S)cc1,7,-11,90,-4,92,105,86,0

# The closing six compounds of the section before open the next one.
SMILES,AHR act,proCasp7 act,RPL19A-GFP yeast,proCasp3 act,MEP2-GFP yeast,Yeast superoxide,LAP4 TOR yeast,GASC-1 inh
Clc1ccccc1N1CCN(c2ncnc3nc[nH]c23)CC1,-8,4,98,1,102,106,102,-4
CCN(CC)CCCNC(=O)c1cn(C)c2ccc(S(=O)(=O)N(C)C)cc2c1=O,-1,5,103,2,108,102,106,-3
CCC(=O)c1c[nH]c(C(=O)NCc2cccs2)c1,6,3,97,5,91,99,104,-4
Cc1cc(C)c(C)c(S(=O)(=O)N2CCC(C(=O)Nc3ccc(S(=O)(=O)N4CCOCC4)cc3)CC2)c1C,0,-5,110,3,101,106,104,0
CCCn1c(SCC(=O)Nc2ccccc2Oc2ccccc2)n[nH]c1=O,5,8,106,3,109,101,106,8
COc1ccc(-n2c(N)c(C(=O)NCc3ccco3)sc2=S)cc1,7,-11,90,-4,92,105,86,0
Nc1ccc2nc(SCc3cccc(F)c3)sc2c1,9,-1,102,3,112,92,132,40
COc1ccccc1NC(=S)NCCC(c1ccccc1)c1ccccc1,-4,-3,106,4,107,131,100,4
CCCCn1c(N)c(N(CCOC)C(=O)c2ccc(N3CCCC3=O)cc2)c(=O)[nH]c1=O,-1,1,98,7,105,150,101,0
CC(=O)N1N=C(c2ccc3ccccc3c2)OC1(C)C,-3,9,105,-1,101,97,114,1
Cn1c(=O)c([N+](=O)[O-])c(NCC2CCCO2)c2ccccc21 (centres undefined),3,7,94,-6,94,97,98,nt
COc1ccc2c(CC(=O)Nc3nc(C)cs3)coc2c1,6,4,98,0,97,92,108,37
C=C1CCC[C@]2(C)C[C@H]3OC(=O)C(CN[C@@H](C)c4ccccc4)[C@H]3CC12 (some centres undefined),nt,nt,100,nt,99,97,84,-3
CCOc1ccc(/C=C2/SC(=O)NC2=S)cc1,3,-6,101,-26,96,109,92,-17
CC1(c2ccc(OC(F)F)cc2)NC(=O)N(/N=C/c2c(O)ccc3ccccc23)C1=O (centres undefined),35,-17,110,-48,101,96,106,-2
Cc1ccc(-c2nnc(SCC(=O)NC3CCCC3)n2N)cc1,1,11,102,4,106,92,97,-2
OCCN(Cc1ccccc1)Cc1ccc(Cl)cc1,0,0,103,3,110,111,104,4
COc1ccccc1N1CCN(C(=O)c2ccc3c(Cl)c4c(nc3c2)CCCC4)CC1,4,3,89,1,87,102,91,-6
O=C(CN1C(=O)NC2(CCCCCC2)C1=O)Nc1cccc(F)c1,2,-5,103,-7,103,100,101,0
Cc1cccc(NC(=O)COC(=O)c2cc(C)oc2C)c1,2,-3,112,-5,118,105,109,-16
O=[N+]([O-])c1ccc(Cc2nnc(-c3ccccc3Cl)o2)cc1,-2,8,94,7,87,94,108,2
CN(Cc1ccccc1)C(=O)c1nc2ccccn2c1CNCCOc1cccnc1,4,5,109,-7,108,90,92,4
CC(=O)c1ccc(N2CCN(C(=O)c3ccc4[nH]c(C)c(C)c4c3)CC2)cc1,-1,3,94,3,109,108,105,-3
COc1ccccc1OCCNC(=O)CCS(=O)(=O)c1ccccc1,3,-8,98,4,97,102,101,6
O=C(COC(=O)C1CC2C=CC1C2)Nc1cccc(S(=O)(=O)N2CCOCC2)c1 (centres undefined),1,4,97,-1,103,112,102,15
CCCCCCC(O)(c1ccc(OC)cc1)C(CN1CCOCC1)c1ccccc1 (centres undefined),nt,nt,104,nt,103,104,87,2
Cc1ccc(NC(=O)CSCC(=O)O)cc1,0,5,96,8,94,108,111,11
N#Cc1cccc(NC(=O)COC(=O)C2CCC2)c1,1,5,95,10,98,102,96,32
COc1ccccc1C1CC(=O)Nc2c1c(=O)n(C)c(=O)n2C (centres undefined),-1,6,99,0,104,99,98,-1
O=C(CN1CCC(O)(c2ccc3c(c2)OCO3)CC1)OC1CCCCC1,0,3,100,1,107,105,102,-2
Cc1cc(C)cc(NC(=O)CCc2nc3sc4c(c3c(=O)[nH]2)CCCC4)c1,59*,1,104,4,111,95,110,-10

# (next part)
SMILES,AHR act,proCasp7 act,RPL19A-GFP yeast,proCasp3 act,MEP2-GFP yeast,Yeast superoxide,LAP4 TOR yeast,GASC-1 inh
Cc1ccc(Cn2c(O)c(N=NC(=S)Nc3ccccc3F)c3ccccc32)cc1,1,-1,101,-5,104,89,102,-1
O=C(NCc1nnc(SCC(=O)N2CCN(c3ccccc3)CC2)o1)c1ccc(F)cc1,1,-5,102,-6,110,86,144,-1
COC(=O)COc1ccc(C(C2C(=O)CC(C)(C)CC2=O)C2C(=O)CC(C)(C)CC2=O)cc1,0,0,104,-5,97,92,89,2
Cc1ccc(-n2ncc(C(=O)NCC3CCN(C4CCCC4)C3)c2C2CCN(C(=O)OC(C)(C)C)CC2)cc1C (centres undefined),1,9,98,4,107,98,98,3
C=CCn1nnnc1SCC(=O)Nc1cccc(C(F)(F)F)c1,39,2,105,-5,114,98,121,25
C=CC[C@H]1Cc2c(cccc2[N+](=O)[O-])[C@H](CC=C)N1,1,-8,94,-3,98,97,107,6
C=CCn1c(CSCc2ccc(Cl)cc2)nnc1SCC(=O)NCc1ccccc1,0,4,91,8,95,92,87,1
Cc1ccc(-c2nc3ccc(NS(=O)(=O)c4ccccc4)cc3[nH]2)o1,9,2,101,-6,102,95,108,1
CNC(=S)N/N=C/c1c(C)nn(-c2ccc(F)cc2)c1Cl,-10,-1,96,0,98,95,119,-10
CC(C)(Oc1ccc(Cl)cc1)C(=O)N1CCN(C(=O)c2ccco2)CC1,3,4,92,-1,99,99,82,-1
CCc1ccc(-c2nc(CSCC(=O)N3CCN(c4ncccn4)CC3)c(C)o2)cc1,-9,2,100,4,95,101,110,-17
Cc1[nH]c(=O)c(C(=O)c2ccccc2O)cc1C(=O)O,0,8,94,8,100,107,101,-4
CCN(CC)S(=O)(=O)c1cc(C(=O)OCC(=O)Nc2c(F)cccc2F)ccc1F,-1,6,95,-3,114,102,94,-4
O=C(NCC1CCCO1)c1cccc(N2CCCC2=O)c1 (centres undefined),4,-13,98,-4,91,102,92,18
Cn1c(=O)c(=O)n(C)c2cc(S(=O)(=O)NCCN3CCN(c4ccccc4F)CC3)ccc21,2,-2,101,1,101,107,99,-16
CCc1nnc(NC(=O)C2CCCN2C(=O)NC2CCCCC2)s1 (centres undefined),-1,-3,98,8,106,92,103,17
COc1ccc(-c2nc3c(n2O)CCC/C3=N\O)cc1,11,6,101,-4,101,99,100,154
Cc1ccc(NC(=O)CCC(=O)O)cc1F,1,9,90,-4,96,116,95,5
O=C(c1ccccc1F)N1CCc2ccccc21,4,14,101,9,121,100,112,6
COc1cccc(C(=O)Nc2c3c(nn2-c2cccc(C)c2C)CS(=O)(=O)C3)c1OC,10,-5,110,1,105,75,110,-3
CC1CN(C(=O)COC(=O)c2cccs2)CC(C)O1 (centres undefined),-1,10,97,6,102,95,111,-3
COc1ccccc1C(=O)NC(CCSC)C(=O)NCc1ccncc1 (centres undefined),1,-4,108,8,115,80,110,13
COCCN1CN(S(=O)(=O)c2cccc(Cl)c2)c2nc3ccccc3nc21,5,11,105,5,113,122,101,2
Cn1c(NC(=O)c2ccc(Cl)cc2)cc(=O)n(C)c1=O,8,10,95,7,97,87,93,5
Cc1csc(NC(=O)CSc2nnc(CCNC(=O)c3cccs3)n2C)n1,1,8,99,6,95,95,102,3

# Fetched one by one from the entries so far (two):
SMILES,AHR act,proCasp7 act,RPL19A-GFP yeast,proCasp3 act,MEP2-GFP yeast,Yeast superoxide,LAP4 TOR yeast,GASC-1 inh
Cc1ccc(-n2ncc(C(=O)NCC3CCN(C4CCCC4)C3)c2C2CCN(C(=O)OC(C)(C)C)CC2)cc1C (centres undefined),1,9,98,4,107,98,98,3
Cc1ccc(NC(=O)CCC(=O)O)cc1F,1,9,90,-4,96,116,95,5

# Screening results as filed in PubChem BioAssay.
